LYP inhibition: LYP phosphatase inhibitors, primary screen, biochemical, DiFMUP fluorescence, recombinant catalytic domain, 10 µM (AID 606); Tyrosine-protein phosphatase non-receptor type 22 (Homo sapiens); recombinant LYP catalytic domain, DiFMUP fluorescence; higher % means a stronger effect; inhibition, % at 10 µM; hits with a dose series show IC50 in µM; 52,000 tested, under 10 active;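 active = IC50 under 40 µM in the dose-response test; inactive = IC50 of 40 µM or more, or never dose-tested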
HT1080 cytotoxicity: cytotoxicity in HT1080 fibrosarcoma cells, cell-based, fluorescence readout (AID 620). HT1080 viability, fluorescence; higher % means a stronger effect. cytotoxicity, % at 10 µM; hits with a dose series show EC50 in µM. actives 0.42% (n = 87,000);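 also: cells exposed to compound overnight then 4 h with Alamar Blue; 0% = vehicle DMSO and 100% = killing control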
Spn DPM-DC inh: S. pneumoniae DPM-DC inhibitors, primary screen, biochemical, PK/LDH-coupled NADH fluorescence | purified DPM-DC | calls only at 10 µM | actives 0.49% (n = 65,000);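 active = the 320 compounds with the highest percent inhibition in the single-dose primary screen, excluding strongly autofluorescent ones, cut at about 32% in these data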;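 also: kinetic rate of NADH fluorescence loss reporting ADP formed by the decarboxylase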
MK inhibit: S. pneumoniae MK inhibitors, primary screen, biochemical, PK/LDH-coupled NADH absorbance; actives 0.48% (n = 65,000); AID 555, 2006; purified MK, PK/LDH-coupled NADH absorbance 340 nm; mevalonate kinase [Streptococcus pneumoniae D39]; inhibition, % at 10 µM;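 active = ranked among the strongest by inhibition in the single 10 µM screen, a fixed top-ranked set picked for dose follow-up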; also: no value below 0 was filed
Spn PMK inh: S. pneumoniae PMK inhibitors, primary screen, biochemical, mevalonate pathway, pilot trial included. actives 0.49% (n = 65,000). inhibition, % at 10 µM. purified PMK, PK/LDH-coupled NADH absorbance 340 nm. phosphomevalonate kinase (Streptococcus pneumoniae D39);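 active = top-ranked compounds by inhibition in the single 10 µM screen, taking a fixed number of the strongest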;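 also: 0% = full reaction with DMSO carrier and 100% = background rate without enzyme reaction; no value below 0 was filed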
TNAP inhibition: human TNAP enzyme inhibitors, biochemical, luminescent (AID 518). Alkaline phosphatase, tissue-nonspecific isozyme (Homo sapiens). one-dose inhibition, % at 20 µM; IC50 in µM for titrated hits. purified TNAP enzyme, luminescent substrate readout; higher % means a stronger effect. actives 0.09% (n = 64,000); in the data active = a potency from the dose series; inactive = the rest, 99 in 100 with inhibition below about 22%;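 also: plate controls were vehicle for no effect and reference inhibitor for full effect; many of its hits are not listed in these tables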
HPDE-C7K KRASV12: cytotoxicity in KRAS-transformed pancreatic duct cells, primary screen, cell-based, fluorescence, HTS (AID 431). one-dose cytotoxicity, % at 10 µM; EC50 in µM for titrated hits. actives 1.7% (n = 63,000). HPDE-C7K KRASV12 cells, Alamar Blue viability, 48 h; higher % means a stronger effect;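 active = compounds whose percent cytotoxicity in the single-dose primary screen, scaled between solvent and toxic-drug controls, exceeds 50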;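 also: 0% = DMSO solvent wells and 100% = doxorubicin-treated wells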
Bfl-1 inhibitors: Bfl-1 inhibitors, primary screen, biochemical, fluorescence polarization, FITC-Bid, mouse (AID 432). displacement, % at 20 µM, or IC50 in µM where a hit was titrated. FITC-Bid BH3 peptide fluorescence polarization displacement; higher % means a stronger effect. actives 0.02% (n = 64,000); in the data active = a potency from the dose series; inactive = the rest, 99 in 100 with displacement below about 15%; also: strong numbers were not always called active
HPDE-C7 cytotoxicity: cytotoxicity in HPDE-C7 cells, cell-based, fluorescence, HTS (AID 430); actives 1.8% (n = 63,000); cytotoxicity, % at 10 µM, or EC50 in µM where a hit was titrated; HPDE-C7 pancreatic duct cells viability, fluorescence; higher % means a stronger effect;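 also: cells exposed to compound for 48 hours before viability readout; 0% = vehicle and 100% = reference cytotoxic drug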
Spn PMK inh pilot replicates: also measured in Spn PMK inh; calls as there; inhibition, %; measured here: pilot screen replicates
MK inhibit pilot replicates: also measured in MK inhibit; calls as there; inhibition, %; measured here: pilot screen replicates
Spn DPM-DC inh pilot screen %: second read-out of Spn DPM-DC inh, no call of its own (marks repeat the call); inhibition, %; measured here: pilot screen trials
* marks the source's active call; other numbers are inactive results; i = inactive; / = no result given. Rule as the data show it, unless noted: active = cytotoxicity above about 50%; inactive = the rest.

SMILES	LYP inhibition	HT1080 cytotoxicity	Spn DPM-DC inh	MK inhibit	Spn PMK inh	TNAP inhibition	HPDE-C7K KRASV12	Bfl-1 inhibitors	HPDE-C7 cytotoxicity	others
CN(C)c1[nH]c(=O)c(C#N)c2c1CCN2Cc1ccccc1	/	0%	i	10	7	11%	/	-1%	/
O=C1c2ccccc2NC2CCCCC12 (configuration not stated)	11%	16%	i	7	0	6%	9%	-13%	4%
CCOc1ccc(-c2nnc3sc(-c4ccccc4OC)nn23)cc1	11%	22%	i	6	0	14%	-24%	1%	-18%
COC(=O)c1cc(=O)n(C2CC2)c(=NC2CC2)s1	4%	-1%	i	0	7	7%	-8%	1%	-16%
CCCCNC(=O)c1ccc(CS(=O)(=O)c2ccc(OC)cc2)o1	2%	-9%	i	3	14	4%	5%	2%	5%
Cc1cc(C)n(CC(=O)n2c3ccccc3c3ccccc32)n1	-1%	-6%	i	7	9	-4%	0%	-2%	-11%
CCCCSc1nnc([C@@H]2CCCN2C(=O)OC(C)(C)C)o1	/	2%	i	0	6	9%	6%	-2%	-1%
CC1CCCN(c2ncnc3c2cnn3-c2ccccc2)C1 (configuration not stated)	11%	/	i	4	10	4%	2%	1%	-9%
COc1cc(C2NC(=O)NC(C)=C2C(=O)OC(C)(C)C)ccc1OCC(=O)O (configuration not stated)	11%	2%	i	8	5	4%	-1%	-4%	-4%
COC(=O)c1ccc(OC(=O)c2ccco2)cc1	5%	0%	i	7	1	9%	-33%	-5%	-14%
Clc1ccc(CSc2nnc(-c3ccncc3)o2)cc1	4%	2%	i	10	10	6%	-6%	0%	-11%
COc1ccccc1OCCn1c(C(C)O)nc2ccccc21 (configuration not stated)	7%	-3%	i	1	9	3%	4%	-2%	1%
CCOc1ccccc1-n1c(SCC(=O)NC(C)CC)nnc1-c1ccoc1C (configuration not stated)	10%	15%	i	3	0	19%	4%	2%	6%	Spn PMK inh pilot replicates=2.5;MK inhibit pilot replicates=0.5;Spn DPM-DC inh pilot screen %=0.0
COc1ccc(-c2nnc(SCC(=O)Nc3cccc(Cl)c3)o2)cc1	10%	-3%	i	9	14	4%	-11%	-8%	-11%
O=C(Nc1ccc(NC(=O)C2CC2)cn1)c1ccccc1Cl	6%	10%	i	2	13	8%	4%	-2%	2%	Spn PMK inh pilot replicates=0.0;MK inhibit pilot replicates=0.0;Spn DPM-DC inh pilot screen %=0.0
COc1cccc(NC(=O)Cn2nnc(-c3ccccc3N)n2)c1	-10%	6%	i	1	0	10%	6%	-8%	5%
COc1ccc(-c2nc(CS(=O)CC(=O)N3CCCC3)c(C)o2)cc1 (configuration not stated)	8%	0%	i	4	10	19%	6%	-4%	0%	Spn PMK inh pilot replicates=2.5;MK inhibit pilot replicates=5.0;Spn DPM-DC inh pilot screen %=0.0
O=C(NCc1ccccc1)c1ccc(OC2CSC2)cc1	4%	6%	i	8	0	8%	5%	-2%	-10%	Spn PMK inh pilot replicates=2.0;MK inhibit pilot replicates=7.0;Spn DPM-DC inh pilot screen %=3.5
CCc1cc2c(=O)c(-c3ccc4c(c3)OCCO4)coc2cc1OC(=O)c1ccco1	-1%	3%	i	2	9	14%	6%	0%	57%*	Spn PMK inh pilot replicates=1.5;MK inhibit pilot replicates=0.0;Spn DPM-DC inh pilot screen %=2.0
CCOC(=O)CSC1=Nc2ccccc2C2=NC(CC(=O)NCc3ccccc3)C(=O)N12 (configuration not stated)	7%	13%	i	9	9	6%	-19%	0%	-24%
Cc1cc(S(=O)(=O)NCC(C)C)ccc1OCC(=O)N1CCOCC1	15%	-4%	i	0	3	6%	11%	0%	12%
Cc1nc2nc(-c3ccccc3)nn2c(C)c1Cl	5%	-7%	i	8	7	4%	-4%	-7%	-6%
CCN(CC)C(=O)CSc1ncnc2c1nnn2-c1ccc(F)cc1	-4%	-9%	i	9	7	-12%	4%	7%	3%
Cc1ccc(Nc2nc(CSc3nnnn3C)cs2)cc1	-24%	1%	i	4	8	20%	23%	-6%	-2%	Spn PMK inh pilot replicates=4.0;MK inhibit pilot replicates=3.0;Spn DPM-DC inh pilot screen %=1.5
COc1cccc(NC(=O)Cn2c(-c3cncs3)nc3ccccc32)c1	3%	-1%	i	6	10	2%	0%	-1%	-2%
COc1ccc(-c2cn3c(C)c(C(=O)N4CCN(c5ccccc5F)CC4)sc3n2)cc1	0%	0%	i	0	6	6%	10%	0%	16%
C=CCSc1nnc2nc3c(nn12)c1cc(C)ccc1n3CC=C	2%	-1%	i	10	12	8%	-4%	-5%	-2%
CN(CC(=O)Nc1nccs1)S(=O)(=O)c1ccc(F)cc1	-9%	3%	i	0	5	2%	-6%	-6%	-12%	Spn PMK inh pilot replicates=3.0;MK inhibit pilot replicates=3.5;Spn DPM-DC inh pilot screen %=2.0
COc1ccc(CC(=O)Nc2ccc(N3CCN(c4ccc(OC)cc4)CC3)c(C#N)c2)cc1	0%	3%	i	6	12	4%	-9%	-8%	1%
COc1ccc(CCn2c(C)cc(C(=O)CSc3nnnn3C)c2C)cc1	-3%	10%	i	10	7	6%	-6%	-2%	-13%	Spn PMK inh pilot replicates=0.0;MK inhibit pilot replicates=0.0;Spn DPM-DC inh pilot screen %=0.0
CCS(=O)(=O)Nc1ccc(C(=O)CC2(O)C(=O)Nc3ccc(Br)cc32)cc1 (configuration not stated)	4%	-66%	i	3	9	7%	-7%	20%	-4%
CC(=O)N1CCc2cc(S(=O)(=O)N3CCOCC3)ccc21	2%	/	i	1	10	10%	-8%	-8%	-10%
O=C(/C=N/O)Nc1ccccc1C(=O)O	6%	9%	i	5	/	9%	/	5%	/
CCCCC1CCC(C(=O)Nc2c(C)n(C)n(-c3ccccc3)c2=O)CC1 (configuration not stated)	5%	-2%	i	7	4	12%	-11%	-2%	-13%
Cc1ccc(C2C(C#N)=C(N)SC(N)=C2C#N)cc1	/	-16%	i	6	6	9%	7%	-45%	-11%
CCOP(=O)(c1ccccc1Cl)C1(O)CCCCC1 (configuration not stated)	/	33%	i	9	4	10%	/	-3%	/
O=C1c2ccccc2C(=O)N1c1nc2nccc(-c3ccccc3)n2n1	16%	0%	i	8	1	0%	-7%	4%	-7%
O=C(Cc1ccccc1)Nc1ccc2oc(-c3cccnc3)nc2c1	7%	0%	/	2	0	7%	2%	2%	12%
CC1CCCCC1NC(=O)CN(C)S(=O)(=O)c1cccc2nsnc12 (configuration not stated)	-12%	5%	i	7	10	2%	-13%	1%	-13%
O=C1c2ccccc2C(O)N1c1ccc(Cl)cc1 (configuration not stated)	/	13%	i	7	0	6%	-12%	-2%	-31%
O=C(NCCc1cn2ccccc2n1)c1ccccc1F	/	1%	i	1	11	6%	-4%	-3%	-11%
Cn1c(=O)c2cn3ncccc3c2n(C)c1=O	-8%	9%	i	0	0	7%	/	0%	/
Cc1cnc(C(=O)OCC(=O)N2CCN(C(=O)c3ccco3)CC2)cn1	6%	-11%	i	5	14	-4%	-14%	6%	-21%
Cc1cc(N2CCc3ccccc32)n2ncnc2n1	3%	1%	i	2	12	/	/	/	/
Cc1sc2nc(CSc3nc4ccccc4c(=O)n3CCCN3CCOCC3)[nH]c(=O)c2c1C	/	-4%	i	0	13	10%	-12%	-43%	-24%
O=C(Cn1nnc(-c2ccccc2)n1)OCc1ccccc1	-2%	1%	i	4	6	9%	-21%	3%	-20%
COc1ccc(NC(=O)c2cc3ccccc3o2)cc1	2%	21%	i	7	13	10%	-6%	6%	0%
Cc1ccc(C(=O)CSc2nc(N)cc(=O)[nH]2)cc1	/	-18%	i	0	0	10%	-6%	0%	-3%
CC(=O)OC(C(=O)Nc1ccccc1)C(C)S(=O)(=O)c1ccccc1 (configuration not stated)	4%	13%	i	7	9	9%	/	-3%	/
CCCCN(CCCC)CCn1cnc2c([nH]c3ccc(OC)cc32)c1=O	6%	0%	/	0	11	13%	1%	-6%	12%	Spn PMK inh pilot replicates=0.0;MK inhibit pilot replicates=0.5

A draw from above in order of formula weight, low to high:
SMILES	LYP inhibition	HT1080 cytotoxicity	Spn DPM-DC inh	MK inhibit	Spn PMK inh	TNAP inhibition	HPDE-C7K KRASV12	Bfl-1 inhibitors	HPDE-C7 cytotoxicity	others
Cn1c(=O)c2cn3ncccc3c2n(C)c1=O	-8%	9%	i	0	0	7%	/	0%	/
Cc1cc(N2CCc3ccccc32)n2ncnc2n1	3%	1%	i	2	12	/	/	/	/
CC(=O)OC(C(=O)Nc1ccccc1)C(C)S(=O)(=O)c1ccccc1 (configuration not stated)	4%	13%	i	7	9	9%	/	-3%	/

Later entries.
SMILES	LYP inhibition	HT1080 cytotoxicity	Spn DPM-DC inh	MK inhibit	Spn PMK inh	TNAP inhibition	HPDE-C7K KRASV12	Bfl-1 inhibitors	HPDE-C7 cytotoxicity	others
COc1ccc(C(C#N)N2CCCCC2)cc1OC (configuration not stated)	5%	26%	i	11	7	10%	-8%	-9%	-2%
Cc1cc(C(=O)CSc2nnnn2C)c(C)n1CCc1ccc(Cl)cc1	17%	1%	i	3	12	8%	34%	-9%	17%
Nc1nonc1-c1nc2ccccc2n1CC(=O)NC1CCCC1	1%	1%	i	3	1	-3%	4%	-1%	0%
CCOc1ccc(S(=O)(=O)Nc2ccccc2C(=O)Nc2ccccc2N2CCOCC2)cc1	2%	-8%	i	1	10	9%	5%	-4%	-1%	Spn PMK inh pilot replicates=3.0;MK inhibit pilot replicates=0.0;Spn DPM-DC inh pilot screen %=1.5
NC(=O)N1c2ccccc2C=Cc2ccccc21	12%	-13%	i	5	1	14%	8%	-3%	-19%	Spn PMK inh pilot replicates=0.0;MK inhibit pilot replicates=0.0;Spn DPM-DC inh pilot screen %=0.0
CN(c1nnc(N)s1)C1CCCCC1	-4%	-1%	i	6	10	4%	-4%	7%	5%
Cc1cc(C)cc(-n2nnc(C(=O)NCc3ccccc3Cl)c2N)c1	15%	6%	i	4	10	6%	-7%	-3%	-9%
Cc1ccccc1NC(=O)CC1SC(=NC2CCCCC2)NC1=O (configuration not stated)	1%	18%	i	4	1	8%	12%	7%	12%
O=S(=O)(Nc1cccnc1)c1ccc(Cl)c(C(F)(F)F)c1	12%	-6%	i	2	1	29%	3%	-2%	4%
Cc1ccc(C)c(C(=O)Nc2c(C(N)=O)oc3ccccc23)c1	-5%	-2%	i	10	5	11%	-1%	1%	0%
CC(C)CCC(CCN1CCOCC1)c1ccc2c(c1)OCO2 (configuration not stated)	17%	-3%	i	4	5	3%	12%	-5%	4%
Cc1ccc(-n2ccnc2SCC(=O)N(CC(C)C)C2CCS(=O)(=O)C2)c(C)c1 (configuration not stated)	/	-12%	i	0	16	9%	/	3%	/

Screening data deposited in PubChem BioAssay by several laboratories.
